Assay outcomes from PubChem.
TbHK1 inh – T. brucei hexokinase 1 inhibition | recombinant TbHK1, G6PDH-coupled NADH A340 | inhibition, % at 10 µM | 220,000 tested, 0.11% active;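 active = inhibition of 50% or more in the single-dose primary screen; inactive = inhibition below 50%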
Runt-SMMHC FRET – blocks binding of human RUNX1 Runt domain to CBFb-SMMHC. Q01196+Q13951. 220,000 tested, 0.74% active. Cerulean-Runt/Venus-CBFb-SMMHC FRET ratio 530/480, 1 h. inhibition, % at 20 µM;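 active = mean inhibition across duplicate retests at 20 µM reaching about 50%, limit read from the data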;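 also: 0% = DMSO wells and 100% = wells with excess untagged CBFb-SMMHC; inhibitors lower the FRET ratio by blocking Runt binding to CBFb-SMMHC; some results filed as inactive read as strong as hits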
Calpain2 inh – blocks pig calpain II enzyme activity | inhibition, % at 16 µM | purified calpain II, fluorogenic peptide substrate, 30 min | AID 1236 | 220,000 tested, 0.37% active;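 active = inhibition above about 50%, limit read from the data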
p97 ATPase inh – human p97 ATPase inhibition; AID 1481; inhibition, % at 8 µM; P55072; recombinant p97 ATPase, Kinase-Glo ATP luminescence, 3 h; 220,000 tested, 0.42% active; in the data active = inhibition above about 15%;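 also: 0% = DMSO vehicle and 100% = wells lacking enzyme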
p47phox inh – p47phox (human) inhibition. P14598. p47phox/p22phox peptide binding, fluorescence polarization, 2 h. inhibition, % at 24.7 µM. 220,000 tested, 0.53% active. AID 1274;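 active = inhibition above about 30%, limit read from the data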;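 also: 0% = p47phox with labelled peptide and 100% = labelled peptide alone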
Target sequence (P14598 whole entry, looked up): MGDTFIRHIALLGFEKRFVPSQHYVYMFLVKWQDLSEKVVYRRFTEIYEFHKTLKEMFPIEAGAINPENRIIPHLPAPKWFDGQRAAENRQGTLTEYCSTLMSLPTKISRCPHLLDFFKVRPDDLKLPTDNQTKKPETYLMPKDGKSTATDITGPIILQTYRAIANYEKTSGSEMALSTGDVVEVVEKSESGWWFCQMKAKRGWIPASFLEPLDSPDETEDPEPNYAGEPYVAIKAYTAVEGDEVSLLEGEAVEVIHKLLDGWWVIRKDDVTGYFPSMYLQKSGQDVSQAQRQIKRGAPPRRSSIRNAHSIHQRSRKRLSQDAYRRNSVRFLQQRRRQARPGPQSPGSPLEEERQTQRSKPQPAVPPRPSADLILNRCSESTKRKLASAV
RBBP9 inh – human RBBP9 hydrolase inhibition; O75884; recombinant RBBP9, FP-Rh probe fluorescence polarization; inhibition, % at 7.94 µM; 220,000 tested, 0.2% active; AID 1515;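 active = inhibition above the campaign mean of all tested compounds plus 3 SD, cut at about 14% in these data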;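 also: plate controls were DMSO wells with RBBP9 for no effect and wells lacking RBBP9 protein for full effect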
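Test system: recombinant human RBBP9. Quantity: 2.5 µM RBBP9 dispensing solution, before mixing. Detection: FP readout at 525/598 nm. Reagent: Serine-hydrolase probe FP-Rh, 375 nM pre-mixing. Measure: % inhibition. Control set: DMSO-treated enzyme wells and wells lacking RBBP9. Buffer or medium: Tris-NaCl-Pluronic buffer, pH 8.0. Times: preincubation 30 min plus labeling 45 min at 25 °C.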
Furin inhibitor – blocks human furin protease activity; P09958; purified furin, fluorogenic substrate cleavage; inhibition, % at 30 µM; 220,000 tested, 0.061% active; AID 463115; in the data active = inhibition above about 25%; also: inactives centre near -15
Target sequence (P09958 108-714 limits assumed): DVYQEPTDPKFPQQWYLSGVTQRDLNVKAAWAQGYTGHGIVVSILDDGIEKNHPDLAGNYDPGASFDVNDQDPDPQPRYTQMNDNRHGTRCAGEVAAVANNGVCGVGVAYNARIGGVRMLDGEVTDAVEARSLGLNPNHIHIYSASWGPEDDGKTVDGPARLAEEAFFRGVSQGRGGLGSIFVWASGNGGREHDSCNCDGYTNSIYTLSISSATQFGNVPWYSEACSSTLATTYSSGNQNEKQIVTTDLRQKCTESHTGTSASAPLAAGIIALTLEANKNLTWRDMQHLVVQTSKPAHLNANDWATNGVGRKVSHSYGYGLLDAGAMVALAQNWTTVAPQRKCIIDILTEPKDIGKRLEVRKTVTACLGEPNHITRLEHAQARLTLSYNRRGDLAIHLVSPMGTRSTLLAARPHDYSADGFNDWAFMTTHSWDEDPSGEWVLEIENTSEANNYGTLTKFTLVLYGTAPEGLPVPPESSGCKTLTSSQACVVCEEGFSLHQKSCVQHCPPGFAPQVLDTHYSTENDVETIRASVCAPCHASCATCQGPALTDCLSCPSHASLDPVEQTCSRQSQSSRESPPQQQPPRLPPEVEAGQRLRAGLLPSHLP
EBV gp42 inh – inhibitors of Epstein-Barr virus glycoprotein 42; inhibition, % (tested at 21.74 µM); 220,000 tested, 0.42% active; Q1HVG2; Fluorescence polarization binding assay, mP read-out; AID 1085; in the data active = inhibition above about 50%
Runt-CBFb FRET – blocks binding of human RUNX1 Runt domain to CBFb; Q01196+Q13951; Cerulean-Runt/Venus-CBFb FRET ratio 530/480, 1 h; inhibition, % at 20 µM; 220,000 tested, 0.46% active; AID 1496;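 active = inhibition over about 50% at 20 µM in the single-dose screen, limit read from the data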;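 also: 0% = DMSO wells and 100% = excess unlabeled CBFb competitor control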
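Buffer or medium: Tris pH 7.5 buffer with BSA. Assay system: Cerulean-labeled Runt domain protein. Amount: each fluorescent fusion protein 100 nM. Read-out basis: loss of energy transfer signal. Incubation: 1 h compound exposure, room temperature. Probe or stimulus: Venus-CBFb binding partner, 100 nM. Detection: FRET, excitation 422 nm, emission at 530 and 480 nm.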
Numbers without * were called inactive; i = inactive; / = no result given; [ ] = another dose, or the depositor's remark.

item	canonical_smiles	RBBP9 inh	TbHK1 inh	Runt-CBFb FRET	Calpain2 inh	EBV gp42 inh	Runt-SMMHC FRET	p97 ATPase inh	p47phox inh	Furin inhibitor
1	COC/C=C/C1=CC2=CC(=O)C(C)(OC(=O)c3cnc4ccccc4n3)C(=O)C2=CN1Cc1ccccc1 (centres undefined)	/	-21	-1	-41	0	-6	/	8	-11
2	O=C(NNC(=O)C1CCN(Cc2ccccc2)CC1)c1cccs1	-13	-2	1	-6	6	-2	-3	5	-22
3	CCOC(=O)c1ccc(NC(=O)c2nc[nH]c2C(=O)N[C@H](C)c2ccccc2)cc1	/	-27	-1	-28	-15	-3	/	0	-20
4	CCCn1nc2cc(C(=O)NCCc3ccc(C)cc3)ccc2c1OCC	-2	6	0	i	-2	-1	-2	-4	-16[20 µM]
5	N#CC1=C(N)Nc2nc3ccccc3n2C1c1ccc(F)cc1 (centres undefined)	-1	5	0	-30	-7	6	6	-16	-19
6	CN(C)Cc1c(O)c(Cl)cc2c3c(c(=O)oc12)CCCC3	-1	-35	88*	i	-14	59*	-4	-1	-55[20 µM]
7	Cc1cccc(N2CCN(C(=S)NCc3ccco3)CC2)c1C	-4	31	-5	19	-10	-3	1	-14	-14
8	COc1ccc(OC(=O)c2ccc(Cl)cc2)c(C(C)=O)c1	-3	-7	1	8	-7	-2	3	-1	-16
9	O=C(CSc1nc(-c2ccccc2)c(-c2ccccc2)[nH]1)NCCN1C(=O)CSC1=O	-8	-2	0	-75	-3	3	-1	-9	-10[20 µM]
10	O=C(O)C1=C[C@H](c2ccc(Br)cc2)C[C@H](OCc2ccc(CO)cc2)O1	-12	-9	-1	16	-6	-2	3	/	-4
11	COC(=O)c1cc(OC)ccc1-c1ccc(OC)cc1	-8	-5	/	-120	14	0	-1	-9	-26[20 µM]
12	COCCNC(=O)c1ccc(-n2c(SCc3ccncc3)nc3ccccc3c2=O)cc1	-6	-4	-2	0	7	-1	1	4	-10
13	COc1ccc(N2CC(C(=O)Nc3nccs3)CC2=O)cc1 (centres undefined)	1	0	3	-2	-12	-6	-1	-1	-21[20 µM]
14	Nc1ccccc1C(=O)NC1CCCCNC1=O (centres undefined)	-7	-11	-2	-107	-8	2	3	-6	-52
15	COc1ccc(N(C(=O)CCl)C(C(=O)NCCc2ccccc2)c2cccs2)cc1 (centres undefined)	-19	32	-1	33	5	4	-6	6	-7
16	CCOC(=O)CNC(=O)Nc1nnc(-c2ccc(OCC)cc2)o1	-5	3	-1	-12	4	-2	1	-2	-19
17	O=C(CN1CCCC1)OCCCc1ccccc1	-4	0	-1	-3	8	0	3	-5	-19
18	COc1cc(/C=N/NC(=O)[C@H](Cc2c[nH]c3ccccc23)NC(=O)OCC(C)C)cc([N+](=O)[O-])c1O	2	-48	-8	5	-13	-5	4	-12	0
19	CCOC(=O)c1sc(NC(=O)c2ccccc2OCC)nc1C	0	-5	0	-22	8	3	3	-12	-12
20	COc1ccc(NC(=O)c2sc3nc(C)nc(N4CCOCC4)c3c2C)c(OC)c1	-2	-13	-2	-361	0	0	-2	4	0
21	COC(=O)C1=C(C)NC(=O)/C1=C\c1ccc2c(c1)OCO2	-2	-11	3	14	-8	1	4	-13	-5[20 µM]
22	Cc1cc(C(=O)Nc2sc(C)c(-c3ccc(F)cc3)c2C(N)=O)no1	-4	7	1	-90	-6	-8	3	-20	-35
23	NC(=O)CC(NC(=O)c1ccccc1)c1ccc(NCCc2ccc(F)cc2)c([N+](=O)[O-])c1 (centres undefined)	/	-2	-10	-15	-13	-5	/	-11	-31
24	Cc1nc(C)n(C(C)CC(=O)O)n1 (centres undefined)	-6	2	-7	-4	-26	-7	-1	-7	-23
25	CCOC(=O)Cc1csc(NC(=O)CSc2nnc(C3CC3)n2C)n1	-7	-1	0	-6	-21	-5	4	-7	-22[20 µM]
26	O=C(CCc1ccccc1)N1CCN(CCO)CC1	-7	-2	3	7	-3	-2	0	5	-28
27	Cc1cc(C(=O)Nc2ccccc2)oc1C	-7	6	-3	-4	-5	4	-8	-5	-6[20 µM]
28	CCN(CC)S(=O)(=O)c1cccc(-c2nnc(SCC(=O)c3cc(C)n(C)c3C)o2)c1	-1	-1	6	15	1	-7	3	-10	-12
29	Cc1cccn2cc(CNC(=O)c3ccc(Br)o3)nc12	-11	-8	1	15	-18	1	-6	-5	-4
30	CC(C)(C)OC(=O)NCCNC(=O)c1cccs1	-3	9	1	9	-7	0	-4	5	-25

With a hit mark in Runt-SMMHC FRET (from the list above):
item	canonical_smiles	RBBP9 inh	TbHK1 inh	Runt-CBFb FRET	Calpain2 inh	EBV gp42 inh	Runt-SMMHC FRET	p97 ATPase inh	p47phox inh	Furin inhibitor
6	CN(C)Cc1c(O)c(Cl)cc2c3c(c(=O)oc12)CCCC3	-1	-35	88*	i	-14	59*	-4	-1	-55[20 µM]

The list continues.
item	canonical_smiles	RBBP9 inh	TbHK1 inh	Runt-CBFb FRET	Calpain2 inh	EBV gp42 inh	Runt-SMMHC FRET	p97 ATPase inh	p47phox inh	Furin inhibitor
31	CCOC(=O)N1CCC(N2CCN(S(=O)(=O)CC)CC2)CC1	-8	0	-1	18	7	-2	4	-4	-18
32	CN(C(=O)c1cccs1)c1ccc(OCC(=O)Nc2ccc(C(=O)O)cc2)cc1	-4	-9	0	-25	-3	0	4	-2	-14
33	COCCNC(C(=O)Nc1ccc(C)cc1[N+](=O)[O-])c1ccccc1 (centres undefined)	-1	1	3	16	-5	2	-3	-5	-19
34	CCS(=O)(=O)c1ccc(OC)c(N=Nc2ccc(O)c3ncccc23)c1	9	-2	-2	-20	-9	10	0	-17	-9
35	CC(C)CC(=O)c1c[nH]c(C(=O)NCc2cccnc2)c1	-9	1	-3	25	-14	-5	7	7	-30
36	Cc1ccc(Nc2nc(Nc3ccc(C)cc3)nc(SC3=NCCS3)n2)cc1	-20	-23	0	-79	-1	4	1	-4	-24[20 µM]
37	S=C(Nc1ccc(Cl)cc1)N(CCCN1CCOCC1)Cc1cccs1	4	-4	-2	6	-9	0	1	0	-35
38	O=C(COc1ccc(Cl)cc1)N1CCN(C(=O)c2cccc(F)c2)CC1	-7	-1	1	-2	-9	-6	-4	-3	-21[20 µM]
39	CN1CCN(C(=O)c2ccccc2NC(=O)CCN2C(=O)c3ccccc3C2=O)CC1	-1	-2	-1	8	-1	0	1	-7	-9[20 µM]
40	CC(C)CCNC(=O)C(c1cccs1)N(CC1CCCO1)C(=O)Cn1nnc2ccccc21 (centres undefined)	-3	-1	-4	-16	-1	-7	-7	-1	-18[20 µM]
41	C=CCNC(=O)COC(=O)COc1ccc(Cl)cc1	-4	10	0	19	-17	40	0	-1	-19
42	COc1cccc(-c2csc(NNC(=O)c3cccs3)n2)c1	-10	1	9	9	-16	-3	-2	-3	-12
43	CCOC(=O)C(C)Oc1ccc(C2NC(=O)NC(C)=C2C(C)=O)cc1Br (centres undefined)	-11	-7	-3	-31	-16	0	-5	-11	-35[20 µM]
44	COc1cc(/C=N/Nc2nc(=O)[nH]nc2C)cc([N+](=O)[O-])c1O	-1	-57	-5	7	-3	-1	-18	8	-2
45	COc1ccc(OC)c(NC(=O)c2c(NC(=O)CNCc3ccco3)sc3c2CCC3)c1	11	-14	-4	-483	1	-4	1	-200	-14
46	CC(C)/C=C1\CC/C(=C\c2cccnc2)C1=O	5	-14	0	-39	-11	4	1	5	-32
47	Cc1ccc(Cl)cc1N1CCN(S(=O)(=O)c2ccc3c(c2)oc(=O)n3C)CC1	-2	-18	-2	10	4	-3	0	-2	-17
48	CCOC(=O)c1c(C)nc(SC)c(C#N)c1-c1ccccc1	-11	-2	-1	28	14	1	-8	5	-15
49	CCCc1cc(C(=O)NNC(=S)NC(C)c2ccccc2)cs1 (centres undefined)	-2	7	2	32	0	2	6	2	-13[20 µM]
50	O=C(NCCN1CCOCC1)c1csc2c1CCCC2	0	3	-2	-51	-8	3	-4	71*	-7[20 µM]
51	O=C(CCCC(=O)OCC(=O)c1ccc(F)cc1)Nc1cc(C(F)(F)F)ccc1Cl	1	-5	0	30	6	-5	3	0	-8[20 µM]
52	CCN(CC)S(=O)(=O)c1ccc(N2CCOCC2)c(NC(=O)c2c3c(nc4ccccc24)CCC3)c1	-4	-1	-4	-128	31	-7	4	14	-13
53	FC(F)(F)c1ccc(/C=N/N2CCN(Cc3ccccc3)CC2)cc1	-15	11	-1	5	1	1	-2	-2	-9
54	O=c1/c(=C\c2cccnc2)sc2nc3ccccc3n12	-6	-2	1	-13	-36	0	1	-28	-18[20 µM]
55	CS(=O)(=O)Nc1ccccc1C(=O)Nc1cc(Cl)cc(Cl)c1	8	-10	1	-42	1	-2	3	-9	1[20 µM]
56	CN(CCC#N)C(=O)COC(=O)c1c2c(nc3ccccc13)/C(=C/c1ccco1)CC2	-4	-13	74*	-73	95*	/	1	-10	-9
57	CCCS(=O)(=O)N1CCN=C1SCc1ccc(C)cc1	4	2	11	-25	-16	2	4	5	-30
58	Cc1cc(C(=O)COc2ccccc2C(N)=O)c(C)n1CC1CCCO1 (centres undefined)	1	-1	1	-1	-7	-2	0	-6	-19
59	CCCCCCCC(=O)NN=C1CCN(Cc2ccccc2)CC1	-3	-2	-5	28	-13	0	-3	3	-21
60	CCNC(=O)CCSc1nnc(-c2ccco2)o1	-5	0	-2	10	-4	-1	-4	-18	-22

Going on with the list:
item	canonical_smiles	RBBP9 inh	TbHK1 inh	Runt-CBFb FRET	Calpain2 inh	EBV gp42 inh	Runt-SMMHC FRET	p97 ATPase inh	p47phox inh	Furin inhibitor
61	Cc1nn(CC(=O)Nc2ccc(C#N)cc2)c(C)c1[N+](=O)[O-]	1	-1	2	-7	-16	1	1	-9	-18
62	CCOc1ccc(C2C(C(=O)OC)=CN(CCOC)C=C2C(=O)OC)cc1	-10	-3	102*	i	-17	107*	-5	-15	-72
63	O=C(CSc1nn(-c2ccc(Cl)cc2)c(=S)s1)NCC1CCCO1 (centres undefined)	1	-4	-2	0	-11	-6	-1	-12	-18
64	O=C(NC1CC1)C1CC(=O)N(C2CCCCC2)C1 (centres undefined)	-12	3	1	-29	9	3	-4	-1	-6
65	CCCCNS(=O)(=O)C1CCS(=O)(=O)C1 (centres undefined)	-4	-4	-1	-9	-10	1	1	5	-6[20 µM]
66	CCOC(=O)c1ccccc1NC(=O)Cn1cnc2c(cnn2-c2ccc(OC)cc2)c1=O	-4	-2	/	/	/	/	1	/	-3[20 µM]
67	Cn1c(SCCOc2ccc(Cl)cc2)nnc1-c1ccncc1	5	5	0	-8	-50	-1	4	-14	-20
68	CC(C)NC(=O)CSCc1cccc(Br)c1	-2	-6	1	19	5	5	5	-1	-25[20 µM]
69	COc1ccc(C(=O)C(C)Oc2cccc(NC(=O)c3cccc([N+](=O)[O-])c3)c2)cc1 (centres undefined)	-4	2	1	-2	9	-4	-1	-5	-3
70	Cc1ccc(OCCC(=O)NCCc2ccc(S(N)(=O)=O)cc2)cc1	-5	41	2	1	1	3	2	-4	-8
71	Cc1ccccc1-c1cc(-c2ccccc2O)on1	-3	-1	0	23	-8	-5	0	-14	-20[20 µM]
72	CC(OC(=O)c1ccc(NS(=O)(=O)c2ccc3[nH]c(=O)[nH]c3c2)cc1)C(=O)Nc1ccc(Cl)cc1 (centres undefined)	-27	-2	-1	-49	-7	1	4	-35	-9
73	Cc1nn(CC(=O)Nc2ccc3c(c2)nc(CN2CCCCC2)n3C)c(=O)c2ccccc12	-3	3	1	-2	-10	-1	-3	-4	-9[20 µM]
74	CS(=O)(=O)Nc1nnc(Cc2ccccc2)s1	-4	-2	1	-8	-11	2	1	-6	-16[20 µM]
